# SRC1 inh – human NCOA1 inhibition. hit rate 0.12% among 360,000. HEK293 GAL4-SRC1 luciferase reporter, luminescence. inhibition, % at 3.6 µM. Q15788;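 active = inhibition above the campaign mean plus 3 SD, with each screening campaign given its own cutoff, cut at about 60% in these data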;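 also: 0% = DMSO treated cells and 100% = gossypol at 36 µM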
# NCOA2 inhibitor – human SRC2 (NCOA2) inhibition; HEK293 GAL4-SRC2 luciferase reporter, luminescence; inhibition, % at 9 µM; hit rate 0.17% among 370,000;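 active = inhibition above the mean inhibition of all tested compounds plus 3 SD, set per campaign, cut at about 52% in these data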;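 also: 0% = DMSO treated cells and 100% = cells given Gossypol at 36 µM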
# LMP1 NFkB inh – Epstein-Barr LMP1 NF-kappaB reporter inhibition; LMP1-induced NF-kappaB luciferase reporter cells, luminescence; inhibition, % at 12.5 µM; hit rate 0.69% among 350,000; AID 504558; in the data active = inhibition above about 41%;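 also: 0% = neutral control wells and 100% = reference inhibitor control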
# LRH-1 inv ag – inverse agonists of human LRH-1 (NR5A2); O00482; HEK293T StAR-luciferase reporter, LRH-1 transfected, 24 h; inhibition, % at 3.6 µM; hit rate 0.13% among 360,000; AID 602396;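 active = inhibition above the mean inhibition of all tested compounds plus 3 SD, cut at about 73% in these data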;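 also: 0% = DMSO wells and 100% = reporter-only cells lacking LRH-1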
# SRC3 inh – inhibitors of human steroid receptor coactivator 3 (SRC3) | inhibition, % at 3.6 µM | hit rate 0.17% among 360,000 | AID 588352 | Q9Y6Q9 | HEK293 GAL4-SRC3 luciferase reporter, luminescence;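 active = inhibition above a per-campaign cutoff, the mean of all compounds plus 3 SD, cut at about 60% in these data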;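 also: 0% = DMSO-treated cells and 100% = gossypol-treated cells at 36 µM; higher means less SRC3-driven luciferase light from the GAL4 reporter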
# Target sequence (Q9Y6Q9 whole entry, looked up, the tested form may be a part): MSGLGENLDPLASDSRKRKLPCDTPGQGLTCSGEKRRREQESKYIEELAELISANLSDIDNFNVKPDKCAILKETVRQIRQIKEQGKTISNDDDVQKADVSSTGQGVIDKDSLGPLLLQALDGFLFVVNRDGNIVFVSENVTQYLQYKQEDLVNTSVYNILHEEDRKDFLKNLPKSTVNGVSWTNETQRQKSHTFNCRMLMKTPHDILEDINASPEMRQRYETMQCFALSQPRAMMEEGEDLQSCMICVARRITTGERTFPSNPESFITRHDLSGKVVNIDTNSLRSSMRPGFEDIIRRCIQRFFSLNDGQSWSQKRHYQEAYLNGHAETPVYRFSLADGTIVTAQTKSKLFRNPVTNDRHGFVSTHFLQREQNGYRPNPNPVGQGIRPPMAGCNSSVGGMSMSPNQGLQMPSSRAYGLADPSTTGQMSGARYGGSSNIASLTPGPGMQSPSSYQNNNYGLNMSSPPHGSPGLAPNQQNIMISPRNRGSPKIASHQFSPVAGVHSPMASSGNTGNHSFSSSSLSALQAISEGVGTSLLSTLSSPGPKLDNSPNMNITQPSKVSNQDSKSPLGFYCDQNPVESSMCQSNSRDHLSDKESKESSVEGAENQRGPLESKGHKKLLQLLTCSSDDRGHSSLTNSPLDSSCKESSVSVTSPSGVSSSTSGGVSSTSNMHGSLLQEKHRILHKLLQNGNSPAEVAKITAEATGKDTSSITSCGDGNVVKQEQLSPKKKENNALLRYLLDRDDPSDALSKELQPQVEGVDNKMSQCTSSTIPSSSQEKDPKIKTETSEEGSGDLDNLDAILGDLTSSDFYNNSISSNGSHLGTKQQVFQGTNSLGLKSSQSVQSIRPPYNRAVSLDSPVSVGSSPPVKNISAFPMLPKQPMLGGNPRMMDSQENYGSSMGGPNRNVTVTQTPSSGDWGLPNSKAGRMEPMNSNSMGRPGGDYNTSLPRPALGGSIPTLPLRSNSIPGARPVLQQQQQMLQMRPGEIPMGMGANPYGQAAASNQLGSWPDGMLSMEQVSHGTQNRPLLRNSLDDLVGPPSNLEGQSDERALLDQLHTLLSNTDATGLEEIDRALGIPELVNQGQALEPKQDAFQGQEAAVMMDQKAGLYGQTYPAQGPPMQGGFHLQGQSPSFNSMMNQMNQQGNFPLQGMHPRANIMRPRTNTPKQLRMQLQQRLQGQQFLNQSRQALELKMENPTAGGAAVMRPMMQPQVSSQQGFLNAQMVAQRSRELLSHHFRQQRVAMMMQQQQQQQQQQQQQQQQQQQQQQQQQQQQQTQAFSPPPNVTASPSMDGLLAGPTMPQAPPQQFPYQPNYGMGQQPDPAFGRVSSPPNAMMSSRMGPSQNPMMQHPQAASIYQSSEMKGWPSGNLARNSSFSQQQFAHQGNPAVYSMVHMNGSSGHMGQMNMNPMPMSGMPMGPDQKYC
# TLR9-MyD88 inh – TLR9-MyD88 interaction inhibition | CHO BLA complementation TLR9-MyD88, CCF4 FRET ratio | inhibition, % at 4.98 µM | Q9NR96+Q99836 | hit rate 0.21% among 340,000 | AID 504734;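 active = inhibition above the mean over all tested compounds plus 3 SD, cut at about 21% in these data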;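 also: 0% = DMSO only wells and 100% = clavulanate BLA inhibitor control wells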
# NR2F2 inh – blocks human COUP-TFII nuclear receptor | AID 686940 | HEK293T NGFI-A luciferase reporter, luminescence | P24468 | hit rate 0.7% among 370,000 | inhibition, % at 8.6 µM;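 active = inhibition above a per-plate cutoff, mean inhibition of test wells between control levels plus 3 SD, cut at about 38% in these data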;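 also: cells cotransfected with COUP-TFII expression vector driving the NGFI-A reporter; 0% = median of COUP-TF2 test wells and 100% = reporter-only cells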
# TRAIL sens C8 – sensitizes caspase-8 expressing cells to TRAIL; hit rate 1% among 360,000; inhibition (viability loss, TRAIL sensitization), % at 10 µM; NB7+C8 cells + TRAIL, ATPlite viability luminescence;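 active = compounds causing at least 50% loss of cell viability in the single-dose screen, relative to plate controls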
# NOD2 RIPK2 PPI – inhibitors of human NOD2-RIPK2 interaction; O43353; CHO BLA complementation NOD2-RIPK2, CCF4 ratio; hit rate 0.38% among 360,000; inhibition, % at 4.98 µM; in the data active = inhibition above about 21%;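 also: 0% = vehicle only and 100% = reference blocker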
# TROY signal inh – inhibitors of TROY-dependent NF-kB signaling. hit rate 0.98% among 360,000. Q293 LMP1-TROYcd NF-kB luciferase reporter, 4 h. inhibition, % at 10 µM;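 active = compounds whose plate-normalised and pattern-corrected inhibition of the luciferase reporter signal at the single screening dose is 50% or more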
# TWEAK-Fn14 inh – inhibitors of TWEAK-Fn14 interaction signaling | inhibition, % at 10 µM | hit rate 2% among 360,000 | TWEAK-stimulated Fn14 reporter cells, luciferase luminescence, 8 h; in the data active = inhibition above about 50%
# An asterisk follows results filed as active; · = not tested or not shown. The list is partial, so the mix of outcomes need not match the whole.
# Start of the listing, in advance, 2 compounds:
SMILES,SRC1 inh,NCOA2 inhibitor,LMP1 NFkB inh,LRH-1 inv ag,SRC3 inh,TLR9-MyD88 inh,NR2F2 inh,TRAIL sens C8,NOD2 RIPK2 PPI,TROY signal inh,TWEAK-Fn14 inh
CCOc1cccc(C(=O)Nc2cccc(NC(=O)c3ccco3)c2)c1,-24.1,-20.2,3.7,8.7,-7.4,-0.5,-2.0,4.6,-9.2,-11.9,-21.2
Cc1ccc(S(=O)(=O)N2C(=O)CCC2C(=O)N2CCN(C)CC2)cc1 (stereo unspecified),-3.4,2.4,3.5,5.7,-3.8,-0.6,-10.3,-3.2,-3.8,-14.7,3.2

# Results, from the first entry:
SMILES,SRC1 inh,NCOA2 inhibitor,LMP1 NFkB inh,LRH-1 inv ag,SRC3 inh,TLR9-MyD88 inh,NR2F2 inh,TRAIL sens C8,NOD2 RIPK2 PPI,TROY signal inh,TWEAK-Fn14 inh
CCOc1cccc(C(=O)Nc2cccc(NC(=O)c3ccco3)c2)c1,-24.1,-20.2,3.7,8.7,-7.4,-0.5,-2.0,4.6,-9.2,-11.9,-21.2
Cc1ccc(S(=O)(=O)N2C(=O)CCC2C(=O)N2CCN(C)CC2)cc1 (stereo unspecified),-3.4,2.4,3.5,5.7,-3.8,-0.6,-10.3,-3.2,-3.8,-14.7,3.2
O=C(N/C(=C/c1ccco1)C(=O)N1CCOCC1)c1ccccc1Br,-4.0,-6.7,-11.9,-12.0,3.4,4.1,11.4,-10.0,4.3,-9.7,2.0
C=CCn1c(SCc2cc(=O)n3cc(C)ccc3n2)nnc1-c1cccc(C)c1,10.0,-0.6,-0.6,-10.2,-4.4,5.2,6.0,-1.0,-1.7,13.2,5.0
COc1ccccc1Cn1cccc1C=O,-6.7,-14.5,-2.9,9.3,16.4,-10.2,7.2,0.3,2.9,21.3,0.1
Oc1ccccc1CNc1ccc(OC(F)(F)F)cc1,-40.0,-60.1,-24.6,-37.3,-29.7,·,-19.6,25.9,-1.7,-19.4,-12.9
COc1ccc(-c2ccccc2)cc1NC(=O)C1(C)CCN1C(=O)C(C)C (stereo unspecified),-0.7,18.5,·,12.3,2.0,·,25.9,-5.3,5.4,6.7,22.3
Cc1nc(NC(=O)CCl)sc1C(=O)N(C)C,-9.0,14.3,7.3,11.1,-4.9,6.1,5.7,0.0,-4.7,-9.5,-3.1
O=C(O)c1ccc(C2Nc3ccccc3C(=O)N2Cc2ccccc2)cc1 (stereo unspecified),0.7,4.1,-14.2,-7.5,-9.3,1.9,6.6,-6.7,-14.9,-2.3,-4.8
CCOC(=O)[C@@H](NC(=O)/C=C/[C@H]1O[C@@H](n2ccc(=O)[nH]c2=O)[C@H](O)[C@@H]1O)C(C)C,1.7,-1.6,·,5.0,0.4,·,12.6,-11.5,1.4,11.5,11.3
CCc1ccccc1Oc1ccc(S(=O)(=O)N2CCN(C)CC2)cn1,-19.8,-19.4,-11.4,-31.9,-14.9,-9.2,-19.6,2.9,-2.2,-25.6,-8.8
COc1ccc2nc3n(c(=O)c2c1)-c1cc2ccccc2cc1C(=O)NC3Cc1ccccc1 (stereo unspecified),0.5,21.6,5.9,-4.8,-18.6,-9.5,7.9,31.7,0.8,15.1,12.6
NC(=O)N/N=C/c1ccc2cccc(OCc3ccccc3)c2n1,-1.3,-28.5,·,14.8,-24.1,·,-8.8,-3.4,-11.5,8.8,-4.8
COc1cc2c(cc1OC)CN(S(=O)(=O)/C=C/c1ccccc1)CC2,-11.2,7.7,-4.0,3.6,1.3,6.0,-6.2,-2.5,-5.0,-2.2,6.7
C/C(=N\NC(N)=S)C1C2C3CC4C5CC(C42)C1C53 (stereo unspecified),20.9,31.2,-4.9,28.9,38.7,-5.4,56.7*,25.5,-6.4,21.1,22.4
COc1ccc(NC(=O)NCCCN2CCN(c3ccccc3F)CC2)cc1,-13.0,-16.4,-0.5,1.8,-13.2,-13.9,10.0,-1.3,-12.7,8.4,7.8
Cc1cccc(C(C)C)c1NC(=O)COC(=O)Cc1ccsc1,-9.2,-32.3,-1.1,8.5,10.8,-7.3,-0.1,5.2,7.3,16.8,4.5
Cc1cccc2cc(CN(Cc3nnnn3Cc3ccccc3)C3CCCC3)c(=O)[nH]c12,-8.9,6.8,-1.6,2.1,-19.9,-5.2,19.3,-3.3,-2.9,4.6,0.4
CCOC(=O)N1CCN(CC(O)COc2ccc(C)c(C)c2)CC1 (stereo unspecified),-28.0,18.9,0.8,5.2,-7.4,-7.3,8.3,0.7,-11.0,19.2,3.9
Cc1cc(C)c(C(=O)COC(=O)[C@H](C)Nc2ccc(C(F)(F)F)cc2[N+](=O)[O-])c(C)c1,-13.3,-5.2,-9.6,3.2,16.2,2.7,-17.6,26.1,-10.4,-13.4,-20.4
CSc1nnc(-c2cc3c(-c4ccccc4)nn(C)c3s2)n1C,3.8,-8.2,10.2,22.4,25.6,-6.3,-6.6,-5.3,-12.5,0.3,7.5
COCCCNC(=S)N/N=C/c1ccc2ccccc2c1,15.7,4.1,10.4,10.6,0.4,5.2,1.4,1.7,-2.9,14.7,-8.9
CCOC(=O)c1c(C)[nH]c(C)c1-c1ccccc1OC,-2.0,-18.6,5.6,12.7,16.4,-5.9,-4.7,2.7,-7.7,6.4,-7.8
COc1cccc(C(=O)C2CCCN(Cc3ccc(OC)c(Cn4cncn4)c3)C2)c1 (stereo unspecified),-12.0,17.5,-0.6,9.6,-21.1,4.3,12.0,2.9,1.2,11.4,5.3
O=C(Cc1ccccc1)Nc1ccnn1C1CCN(Cc2ccc(CO)o2)CC1,7.0,-11.8,0.8,-6.4,11.8,8.1,11.9,-21.9,5.2,9.3,-14.2
C[C@@H]1C(c2ccc(F)cc2)=NN(c2ccc(Br)cc2)[C@H]1C(=O)N1CCOC1=O,8.4,19.3,-2.0,1.6,-2.1,-1.7,-2.4,9.7,-5.1,-0.7,21.7
COc1ccc(NC(=O)[C@H](CCS(C)(=O)=O)N2Cc3ccccc3C2=O)c(OC)c1,0.0,-1.3,-8.7,8.9,2.2,1.8,7.8,-12.1,-3.0,4.0,-25.6
COC(=O)c1c(NC(=O)CSc2nnc3ccccn23)sc2c1CCC2,-12.6,20.1,1.9,-26.4,1.5,-4.2,1.7,3.1,1.8,3.7,18.0
COc1ccc(-c2csc(NC(=O)CN3C(=O)C4CCCCC4C3=O)n2)c(OC)c1 (stereo unspecified),7.3,2.7,1.5,-28.6,1.3,-0.6,5.6,-1.3,-0.6,-23.7,-11.4
O=C(c1cn(-c2ccccc2)nc1-c1cccnc1)N1CCCC(C(F)(F)F)C1 (stereo unspecified),3.6,-62.5,0.8,-7.4,1.1,-18.9,-21.3,8.4,-4.2,-8.3,-8.7
O=c1[nH]cc(S(=O)(=O)N2CCOCC2)c(=O)[nH]1,-6.7,-43.1,-9.9,-4.7,3.0,-4.7,-5.0,-9.5,5.2,2.7,4.7
O=C(CSc1nnc(-c2ccccc2F)n1C1CCCCC1)N1CCCC1,-4.6,3.4,5.9,5.0,-29.3,-0.2,19.6,1.4,1.1,7.0,12.4
COc1ccc(-c2nn(-c3ccccc3)cc2C(=O)Nc2cccc(S(=O)(=O)NC3=NCCC3)c2)cc1,-5.4,-6.2,-8.1,1.0,0.3,13.1,-26.4,7.0,-6.8,18.1,-12.9
COc1ccc(Cn2c(=O)[nH]c3cc(C(=O)NCCCN4CCCCC4)ccc3c2=O)cc1,-2.7,-51.1,-34.3,-55.5,5.2,-0.9,7.5,7.8,12.6,-12.9,-24.9
COc1ccc(CCNC(=O)CN2C(=O)NC3(CCc4ccccc43)C2=O)cc1 (stereo unspecified),0.3,-1.0,-3.9,8.8,-13.0,-6.1,-0.1,7.4,-6.5,7.3,-5.4
COc1ccccc1CCNC(=O)CCCn1nc(C)c2c(C)n(-c3ccc(C)cc3)nc2c1=O,14.0,1.8,-9.9,10.2,19.1,-3.2,7.9,-11.3,-8.5,13.0,-1.8
CC(=O)Nc1ccc(S(=O)(=O)Oc2ccc(C=O)cc2)cc1,-2.9,5.7,3.0,8.0,-23.1,7.5,-4.3,8.1,8.8,2.2,0.2
CC1(CCc2ccccc2)NC(=S)N(c2ccc(Cl)cc2)N1 (stereo unspecified),-5.9,-6.4,-7.1,4.4,-5.1,-1.6,4.4,11.4,-2.3,-50.1,-20.4
COCCNC(=O)CN1C(=O)NC2(CCCc3cc(OC)ccc32)C1=O (stereo unspecified),5.0,-5.4,-2.8,10.0,-3.0,2.5,16.9,-17.3,-8.9,-11.7,17.4
NC(=O)NOCc1ccccc1,-6.5,9.5,-0.6,12.5,3.3,0.8,1.8,-5.6,-5.6,4.6,-10.2
Cn1c(=O)c2[nH]c(SCC(=O)c3ccc(F)cc3)nc2n(C)c1=O,-31.4,-3.5,2.0,10.1,4.8,-2.5,0.0,-2.7,-14.9,-0.3,-4.7
Cc1ccc(-c2cc(-c3ccccc3)[nH]c(=S)c2C#N)cc1,7.8,0.7,-5.2,8.2,-10.5,2.9,7.7,-10.5,2.0,-4.0,2.1
C=CCN1C(=O)CSc2ccc(C(=O)OCC)cc21,-1.1,-2.6,11.1,12.8,8.4,3.1,-15.8,-4.7,-11.4,-16.0,-1.7
O=S(=O)(NNC(=S)Nc1ccc(S(=O)(=O)Nc2ncccn2)cc1)c1ccc(Br)cc1,-0.3,-33.8,-3.5,-11.6,-0.9,-6.8,-5.8,13.8,-9.2,10.3,-0.4
Cc1c(C)c2cc(Cl)c(OC(C)C(=O)NCCN3CCOCC3)cc2oc1=O (stereo unspecified),12.1,-18.5,-6.7,-9.1,-41.6,-15.7,-25.6,-28.0,-1.6,5.6,-21.2
CC1(C)NC(=O)N(CCOCCOc2ccc3ccccc3c2Br)C1=O,-18.5,-16.2,-26.9,-12.1,-19.1,-13.0,-17.7,-13.1,-6.1,-59.8,6.1
O=C(NCc1ccccc1)C1c2ccccc2OCC(=O)N1Cc1ccc2c(c1)OCO2 (stereo unspecified),·,-5.1,·,-12.3,·,·,-2.3,-8.6,1.4,-2.9,20.6
Cc1cc2ccccc2n1CCNC(=O)C1CCCCC1,-45.6,-55.8,5.0,-49.5,-48.4,-1.5,-41.0,-2.9,2.1,20.8,12.2
O=C(COc1ccc(F)cc1)Nc1nc(-c2cccnc2)cs1,18.0,5.4,-1.7,1.5,16.5,8.2,1.1,-0.7,0.7,-17.9,1.6
CC(C)c1nc(C(=O)N2CCc3c([nH]c4ccccc34)C2c2ccccn2)cs1 (stereo unspecified),12.2,11.9,-5.4,0.4,22.5,·,-4.5,-0.7,3.8,8.8,30.0
O=C1CCC(C(=O)N(CCO)Cc2ccccc2)CN1CC1CCCCC1 (stereo unspecified),-43.1,-8.4,0.6,17.2,-9.6,1.4,-6.1,-4.7,-1.4,-15.8,10.8
CCCCNC(=O)c1cc2n(n1)C(C(F)(F)F)CC(c1ccccc1)N2 (stereo unspecified),-8.5,-43.5,-3.1,9.0,7.1,-0.8,6.1,-14.1,-4.0,-1.7,4.9
CN(C(=O)COC(=O)c1ccccc1C(=O)c1ccccc1)c1ccccc1,-11.5,-20.3,-9.2,14.1,24.8,4.1,11.7,-3.0,4.3,-3.7,-0.8

# High-throughput results from PubChem.
